STAT1 activator: increases IFN-gamma driven STAT1 reporter signal; NIH 3T3 STAT1-luciferase reporter, luminescence; 100% = IFN-gamma alone, no compound; activation (% of control), % at 5.5 µM; actives 2.6% (n = 200,000);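 active = activation above the screen-wide mean activation plus 3 SD, cut at about 130% in these data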;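 also: raw ratio to IFN-gamma control signal so 100% means no change and 0% no light; values of inactives mirror those of a sister screen read the other way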
STAT3 activator: STAT3 signaling activation. U3A cells, IL-6 STAT3-luciferase reporter, luminescence; 100% = signal with IL-6 EC80 alone. activation (% of control), % at 5.6 µM. actives 0.91% (n = 190,000);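 active = activation above the screen-wide mean of compound activation plus 3 SD, cut at about 130% in these data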;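 also: 0% = background luminescence of wells with medium and substrate only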
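System – human U3A cells carrying STAT3-luciferase construct · Probe or stimulus – Interleukin-6, 33 ng/mL · Schedule – compound 1 h, then IL-6 6 h at 37 °C · Signal – luminescence from STAT3-driven luciferase reporter · Evaluation – percent of IL-6-only median luminescence · Benchmarks – IL-6-only high control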
APP 5UTR inh: APP translation inhibition; SH-SY5Y APP 5'UTR-luciferase reporter, luminescence; inhibition, % at 2 µM; actives 0.82% (n = 190,000); AID 1285;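 active = inhibition above a set limit, derived from the sample mean plus 3 SD, cut at about 45% in these data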; also: values of inactives mirror those of a sister screen read the other way
TLR4 MyD88 comp: TLR4-MyD88 interaction inhibition in cells. HeLa CL3-4 TLR4/MyD88 BLA complementation, FRET ratio. inhibition, % at 8.4 µM. actives 0.18% (n = 200,000). AID 861; in the data active = inhibition above about 25%;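 also: 0% = vehicle and 100% = reference inhibitor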
Target sequence (O00206 whole entry, looked up): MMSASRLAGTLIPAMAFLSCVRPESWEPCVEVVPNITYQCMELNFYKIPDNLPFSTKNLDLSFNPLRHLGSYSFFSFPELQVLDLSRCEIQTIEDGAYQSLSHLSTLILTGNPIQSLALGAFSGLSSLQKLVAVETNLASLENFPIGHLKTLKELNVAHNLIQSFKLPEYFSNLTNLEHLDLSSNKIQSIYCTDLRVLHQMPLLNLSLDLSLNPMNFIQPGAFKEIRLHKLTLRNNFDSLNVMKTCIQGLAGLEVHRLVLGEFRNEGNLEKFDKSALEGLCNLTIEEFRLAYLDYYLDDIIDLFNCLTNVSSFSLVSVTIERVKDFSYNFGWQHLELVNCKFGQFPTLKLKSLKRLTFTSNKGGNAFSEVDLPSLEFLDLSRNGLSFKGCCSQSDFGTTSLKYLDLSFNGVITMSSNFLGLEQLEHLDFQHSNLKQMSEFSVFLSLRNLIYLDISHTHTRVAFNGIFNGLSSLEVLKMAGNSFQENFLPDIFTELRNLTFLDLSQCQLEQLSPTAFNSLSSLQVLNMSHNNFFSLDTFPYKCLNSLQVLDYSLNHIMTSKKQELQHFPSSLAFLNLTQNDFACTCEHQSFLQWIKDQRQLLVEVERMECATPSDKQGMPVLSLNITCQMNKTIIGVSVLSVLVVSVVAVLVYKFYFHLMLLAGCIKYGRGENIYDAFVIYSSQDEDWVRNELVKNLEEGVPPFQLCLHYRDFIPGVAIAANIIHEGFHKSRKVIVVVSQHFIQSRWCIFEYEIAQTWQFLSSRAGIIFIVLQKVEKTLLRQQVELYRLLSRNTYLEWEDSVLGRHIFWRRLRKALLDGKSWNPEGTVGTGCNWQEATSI
Target sequence (Q99836 whole entry, looked up): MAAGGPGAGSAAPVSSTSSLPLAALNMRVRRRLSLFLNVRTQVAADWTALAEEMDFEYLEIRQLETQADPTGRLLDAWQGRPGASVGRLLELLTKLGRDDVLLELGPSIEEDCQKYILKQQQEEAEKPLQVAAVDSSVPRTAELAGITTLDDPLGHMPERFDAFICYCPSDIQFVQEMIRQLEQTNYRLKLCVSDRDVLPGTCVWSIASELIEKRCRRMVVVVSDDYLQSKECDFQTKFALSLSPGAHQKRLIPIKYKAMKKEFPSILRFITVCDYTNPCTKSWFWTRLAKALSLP
Diaph act CS: activates diaphorase or chemically reduces, flagging diaphorase assay artifacts; Diaphorase/resazurin coupled assay, resorufin fluorescence, 16 min; stronger effect = higher value; 1 = vehicle wells, 0 = NADH-free wells; activation factor at 20 µM; actives 0.005% (n = 190,000); AID 1229;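 active = diaphorase activity raised at least twofold by the compound at 20 µM; inactive = activation factor below 2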
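Assay system: Purified diaphorase enzyme from Clostridium kluyveri | Amount: Enzyme 0.07 U/mL final | Dosing: Compound 20 µM once, DMSO 1% | Timing: 16 min reaction at room temperature | Detection: Fluorescence, excitation 544 nm and emission 590 nm | Evaluation: Higher resorufin formation from activation or reduction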
STAT3 inh: STAT3 signaling inhibition | U3A cells, IL-6 STAT3-luciferase reporter, luminescence; host cell line lacks STAT1 | inhibition, % at 5.5 µM | actives 0.89% (n = 190,000) | AID 862;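 active = inhibition above the mean inhibition across all screened compounds plus 3 SD, cut at about 44% in these data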;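 also: 0% = DMSO only wells and 100% = 100 µM nifuroxazide control wells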
Hsp70 activator: transcriptional activators of Hsp70. HeLa Hsp70 promoter luciferase reporter, luminescence; scaled: vehicle 0, proteasome-inhibitor control 100%. activation, % at 10 µM. actives 0.04% (n = 200,000);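 active = activation above the mean across all tested compounds plus 3 SD, cutoff set per campaign, cut at about 5.5% in these data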;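 also: 100% = MG132 at 30 µM as the positive control and 0% = DMSO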
STAT1 inh: STAT1 signaling inhibition; NIH 3T3 STAT1-luciferase reporter, IFN-gamma, luminescence; actives 0.35% (n = 200,000); inhibition, % at 5.5 µM;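 active = inhibition above a set limit, the mean inhibition across all tested compounds plus 3 SD, cut at about 34% in these data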;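 also: 0% = IFN-gamma with DMSO and 100% = IFN-gamma with 300 µM nifuroxazide; values of inactives mirror those of a sister screen read the other way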
Diaphorase inh: inhibits diaphorase or chemically oxidizes, flagging diaphorase assay artifacts; inhibition, % at 20 µM; actives 0.69% (n = 190,000); diaphorase resazurin-to-resorufin fluorescence, NADH, 16 min; bacterial (C. kluyveri) enzyme, not human; AID 1217;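 active = primary screen inhibition at 20 µM above a set limit, cut at about 50% in these data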;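 also: plate controls were DMSO with full reaction for no effect and wells lacking NADH for full effect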
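Benchmarks: positive control wells lacking NADH, neutral wells with DMSO only. System: bacterial diaphorase enzyme (C. kluyveri). Input: 0.14 U/mL diaphorase, enzyme working solution. Detection: resorufin fluorescence, excitation 544 nm, emission 590 nm. Times: 16-min room-temperature incubation before reading.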
G6PDH CS: L. mesenteroides G6PDH inhibition counter-screen; Purified L. mesenteroides G6PDH, diaphorase/resazurin coupled fluorescence, 45 min; actives 0.12% (n = 200,000); AID 1020; inhibition, % at 5 µM; in the data active = inhibition above about 50%
An asterisk follows results filed as active; . = no result given. An unsorted share of the library. About 6.1% of those tested had a hit in this group.

SMILES	STAT1 activator	STAT3 activator	APP 5UTR inh	TLR4 MyD88 comp	Diaph act CS	STAT3 inh	Hsp70 activator	STAT1 inh	Diaphorase inh	G6PDH CS
Cc1occc1-c1nnc(SCc2nnc(-c3ccc(Cl)cc3)o2)n1C	107	96	-11	-1	.	7	0.0	-8	.	.
CCOc1ccc2nc(NC(=O)C3CCCN(S(=O)(=O)c4cccc5nonc45)C3)sc2c1 (configuration not stated)	115	101	-23	15	0.8	-4	-0.2	-17	19	-4
O=C(NCCN1CCc2ccccc2C1)C1CCN(S(=O)(=O)N2CCCCC2)CC1	99	100	0	-10	1	6	-0.1	1	4	12
COc1ccccc1/C=C\C=N\NC(=O)CCn1nnc2ccccc21	106	101	12	1	1	2	-0.1	-7	3	-2
O=C(Nc1ccc2c(c1)OCCO2)C1CCN(c2ncccn2)CC1	102	100	-39	-8	0.9	1	-0.3	-3	7	-1
Cn1c(C2=C(O)CN(c3ccc4c(c3)OCCO4)C2=N)nc2ccccc21	111	106	-10	7	0.8	-2	-0.2	-12	17	11
COc1ccc(C2NC(=S)N(c3ccccc3)C(C)=C2C(=O)Nc2ccccc2)cc1 (configuration not stated)	96	103	11	2	1.1	-3	-0.6	3	-8	4
O=C(O)C1CSC2c3ccccc3C(=O)N12 (configuration not stated)	102	101	1	24	1	4	-0.3	-3	5	12
Cc1ccc(S(=O)(=O)NCc2nc3ccccc3[nH]2)cc1	94	92	-14	15	0.9	15	-0.3	7	13	-4
CSc1ncccc1C(=O)OCc1ccccc1Cl	106	101	-1	-4	0.8	1	-0.1	-9	16	8
CC(C)CNS(=O)(=O)c1ccc(CCC(=O)O)cc1	100	103	-14	-4	1	0	-0.1	-1	2	4
O=C(CN(c1ccccc1Cl)S(=O)(=O)c1ccccc1)N/N=C/c1ccccc1C(=O)O	104	105	-2	-19	1	-5	0.1	-6	2	2
O=C(O)CCc1ccc(-c2cccs2)n1-c1ccc(C(=O)O)cc1	92	105	.	-14	0.8	3	-0.1	8	16	16
CCCCSc1n[nH]c(N)n1	103	96	24	-5	1	4	-0.3	-3	-2	6
C(=C\c1ccccc1)/CNn1cnnc1	94	97	-17	-8	1	1	-0.5	8	3	0
O=C(CSC1=NCCS1)NCc1ccco1	99	100	5	-8	0.8	2	-0.1	1	24	-11
CCn1cc(/C=N\NC(=O)Cc2ccc(Cl)cc2)cn1	102	99	4	-11	0.9	-2	-0.2	-2	5	-3
NC(=O)c1cc(C(=O)c2ccccc2Cl)c[nH]1	95	103	-8	13	1	2	-0.4	3	-4	-3
O=C(NCCCn1ccnc1)c1cc2ccccc2oc1=O	101	103	-10	11	1	0	0.1	-1	2	-4
Cc1ccc(C(=O)CSc2nc(C)cc(=O)[nH]2)cc1	94	101	-3	-12	0.9	3	-0.4	7	13	3
O=C(CN1CCC(C(=O)c2cccc(Cl)c2)CC1)Nc1ccc(C(=O)O)cc1	96	101	-15	-8	0.9	1	-0.2	3	8	13
O=C1N(Cc2cccc(Cl)c2)C[C@@H]2C[C@@H](c3cccn3-c3ccccn3)N3CCC[C@@]123	99	102	3	3	1	0	0.7	0	0	0
CC(=O)c1sc(NC(=O)c2ccc(F)cc2)nc1-c1ccccc1	122	93	-72	3	1.1	10	-0.2	-25	-5	5
O=C(Cn1nc(-c2ccccc2)nc1-c1ccccc1)OC1CCCCC1	100	101	4	9	0.9	3	-0.4	5	9	5
c1ccc(N2CCN(Cc3cn4ccccc4n3)CC2)cc1	107	97	-5	-13	0.9	9	0.0	-9	14	12
C(=N\c1nc2ccccc2n1Cc1ccccc1)/c1cccs1	98	96	4	6	0.9	11	-0.3	2	13	4
CN(CCOc1ccccc1)C(=O)c1cc([N+](=O)[O-])cc([N+](=O)[O-])c1	98	104	-22	-8	0.9	-2	-0.5	0	8	8
COc1ccc(-n2c(C)cc(C(=O)Cn3c(NCCO)nc4ccccc43)c2C)cc1	102	100	3	15	0.9	6	-0.1	-2	8	-4
Cc1cc(NS(=O)(=O)c2ccc(CC(C)C)cc2)no1	101	95	-12	-2	0.9	13	-0.3	-1	9	0
CCN=C1SC(CC(=O)NC(N)=O)C(=O)N1CC (configuration not stated)	101	106	4	-18	1	-1	-0.2	-2	4	10
FC(F)(F)c1cccc(NC(=S)NCc2ccccn2)c1	102	101	0	1	0.9	3	-0.1	-2	12	2
CCOC(=O)C1CCCN(C(=O)/C=C/c2ccc([N+](=O)[O-])cc2)C1 (configuration not stated)	96	98	7	0	0.9	-3	-0.3	5	10	2
CCCOc1ccc(N2C(=O)CC(NCCCN3CCC(C(N)=O)CC3)C2=O)cc1 (configuration not stated)	104	102	-10	-9	.	1	1.8	-4	.	.
CC(C)NC(=O)Cn1nnc(-c2cccc(NC(=O)c3ccccc3F)c2)n1	95	97	-5	-3	1	9	0.0	6	1	0
CCCC(=O)N(CCc1ccccc1)Cc1nc2ccccc2c(=O)[nH]1	100	96	-13	-4	1	8	-0.2	0	1	7
O=C(CCC1CCCCC1)NNC(=O)NC12CC3CC(CC(C3)C1)C2	101	100	-4	15	1	7	-0.1	-1	4	9
O=C1CCCN1Cc1ncnn1-c1ccccc1	93	100	-2	-6	0.9	-1	0.7	8	5	5
CS(=O)(=O)N(CC(=O)N1CCN(c2ccccc2)CC1)c1ccc(Cl)c(C(F)(F)F)c1	99	90	17	7	0.8	17	-0.1	1	20	5
CCCC(=O)c1cc(F)c(N2CCN(C(=O)OCC)CC2)cc1C	95	103	-6	-10	0.9	2	0.3	5	7	0
Nc1ccc2nc3n(c(=O)c2c1)CCC3	.	.	-19	.	0.7	.	.	.	28	7
Cc1cccc(-c2nc(CS(=O)CC(=O)NCC3CCCO3)c(C)o2)c1 (configuration not stated)	95	94	16	11	0.9	7	-0.4	6	6	0
O=C(/C=C/c1ccccc1)N/C(=C/c1ccccc1)C(=O)N1CCCCC1	91	96	-22	-2	0.9	16	-0.1	10	9	7
O=C(NCc1ccc2c(c1)OCO2)c1cccs1	102	99	-5	5	0.9	8	-0.1	-1	15	-1
O=C1OCC(CO)(CO)N=C1NNc1cc(Cl)ccc1Cl	86	112	2	4	0.9	-8	0.0	15	11	1
COc1cccc(C2(CSc3nnc(-c4cc(OC)c(OC)c(OC)c4)o3)OCCO2)c1	92	98	4	1	0.8	7	0.0	9	23	-1

Reprinted from the part before: two entries, followed by the next part.
SMILES	STAT1 activator	STAT3 activator	APP 5UTR inh	TLR4 MyD88 comp	Diaph act CS	STAT3 inh	Hsp70 activator	STAT1 inh	Diaphorase inh	G6PDH CS
O=C1OCC(CO)(CO)N=C1NNc1cc(Cl)ccc1Cl	86	112	2	4	0.9	-8	0.0	15	11	1
COc1cccc(C2(CSc3nnc(-c4cc(OC)c(OC)c(OC)c4)o3)OCCO2)c1	92	98	4	1	0.8	7	0.0	9	23	-1
O=C(O)c1ccc2c(c1)C(=O)N(Cc1ccc3c(c1)OCO3)C2=O	96	99	28	-5	1	4	-0.2	4	-1	2
CCN1CCN(S(=O)(=O)c2ccc3c(c2)OCCO3)CC1	98	98	-15	1	0.9	0	-0.1	2	9	-2
O=C(O)C1CCCCC1C(=O)Nc1nc(-c2ccc(Cl)s2)cs1 (configuration not stated)	109	105	23	-11	0.7	-2	-0.2	-11	31	16
CCn1c(SCC(=O)c2ccc(C)cc2)nnc1-c1ccoc1C	104	95	-19	-21	0.9	6	0.1	-4	6	9
O=C(/C=C/c1ccco1)Nc1ccc2c(c1)OCCO2	103	69	-156	-10	0.9	41	-0.1	-5	12	5
CC1=C(C(=O)Nc2ccccc2)C(c2ccc(C)cc2)N=C(Nc2nc3ccccc3o2)N1 (configuration not stated)	106	93	-6	3	1	16	-0.2	-6	3	5
Clc1ccc2nc(CN3CCCCCC3)cn2c1	100	97	-14	-9	1	8	-0.2	-1	1	6

Structural class: those above with a Cl atom (eleven)
SMILES	STAT1 activator	STAT3 activator	APP 5UTR inh	TLR4 MyD88 comp	Diaph act CS	STAT3 inh	Hsp70 activator	STAT1 inh	Diaphorase inh	G6PDH CS
Cc1occc1-c1nnc(SCc2nnc(-c3ccc(Cl)cc3)o2)n1C	107	96	-11	-1	.	7	0.0	-8	.	.
CSc1ncccc1C(=O)OCc1ccccc1Cl	106	101	-1	-4	0.8	1	-0.1	-9	16	8
O=C(CN(c1ccccc1Cl)S(=O)(=O)c1ccccc1)N/N=C/c1ccccc1C(=O)O	104	105	-2	-19	1	-5	0.1	-6	2	2
CCn1cc(/C=N\NC(=O)Cc2ccc(Cl)cc2)cn1	102	99	4	-11	0.9	-2	-0.2	-2	5	-3
NC(=O)c1cc(C(=O)c2ccccc2Cl)c[nH]1	95	103	-8	13	1	2	-0.4	3	-4	-3
O=C(CN1CCC(C(=O)c2cccc(Cl)c2)CC1)Nc1ccc(C(=O)O)cc1	96	101	-15	-8	0.9	1	-0.2	3	8	13
O=C1N(Cc2cccc(Cl)c2)C[C@@H]2C[C@@H](c3cccn3-c3ccccn3)N3CCC[C@@]123	99	102	3	3	1	0	0.7	0	0	0
CS(=O)(=O)N(CC(=O)N1CCN(c2ccccc2)CC1)c1ccc(Cl)c(C(F)(F)F)c1	99	90	17	7	0.8	17	-0.1	1	20	5
O=C1OCC(CO)(CO)N=C1NNc1cc(Cl)ccc1Cl	86	112	2	4	0.9	-8	0.0	15	11	1
O=C(O)C1CCCCC1C(=O)Nc1nc(-c2ccc(Cl)s2)cs1 (configuration not stated)	109	105	23	-11	0.7	-2	-0.2	-11	31	16
Clc1ccc2nc(CN3CCCCCC3)cn2c1	100	97	-14	-9	1	8	-0.2	-1	1	6

Screening results (PubChem)
